Assay outcomes deposited in PubChem by several laboratories.
PDI turbidity = PDI (human) enzyme inhibition; P07237; AID 588391; PDI insulin aggregation turbidity, A650, 90 min; 350,000 compounds, 0.052% hits; inhibition, % at 10 µM;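 active = mean inhibition across replicates of 30% or more, whatever share of single replicates reach that level; inconclusive = mean inhibition below 30% while every single replicate reaches 30%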;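 also: absorbance from insulin aggregation driven by PDI reduction with DTT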
Target sequence (P07237 whole entry, looked up): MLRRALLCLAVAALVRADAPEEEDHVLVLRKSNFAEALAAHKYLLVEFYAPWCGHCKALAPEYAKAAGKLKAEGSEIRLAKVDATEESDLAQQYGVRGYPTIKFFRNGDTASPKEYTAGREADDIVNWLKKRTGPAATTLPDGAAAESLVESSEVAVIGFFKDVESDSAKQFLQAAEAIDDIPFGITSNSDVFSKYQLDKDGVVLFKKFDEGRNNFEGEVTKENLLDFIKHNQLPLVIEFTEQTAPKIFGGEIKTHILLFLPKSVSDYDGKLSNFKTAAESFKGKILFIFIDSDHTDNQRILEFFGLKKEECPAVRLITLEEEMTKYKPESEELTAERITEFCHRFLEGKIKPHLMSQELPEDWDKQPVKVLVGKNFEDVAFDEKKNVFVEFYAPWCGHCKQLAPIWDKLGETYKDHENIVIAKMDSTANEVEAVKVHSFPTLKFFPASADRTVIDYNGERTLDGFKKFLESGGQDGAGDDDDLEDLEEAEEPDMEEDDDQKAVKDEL
ABCB6 inh 2 = human ABCB6 transporter inhibition. K562-ABCB6 porphyrin accumulation, flow cytometry, 1 h; stronger effect = lower value. Q9NP58. 360,000 compounds, 0.19% hits. fluorescence ratio to DMSO, % at 10 µM;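 active = fluorescence ratio to DMSO below 75%, the collection mean minus 3 SD; inconclusive = too few cells collected in the well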;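 also: signal is porphyrin accumulated inside mitochondria; 100% equals median channel fluorescence of DMSO control wells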
N-glyco inh = blocks N-linked glycosylation in D54 reporter cells. D54 ERlucT glycosylation luciferase reporter, 24 h; percent of 100 nM tunicamycin response. reporter increase, % at 12.5 µM. 360,000 compounds, 0.23% hits;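 active = mean luciferase reporter signal, scaled so untreated is 0 and the glycosylation-blocking control 100, at or above a set limit in every replicate; inconclusive = mean reaches the limit but not every replicate does; inactive = mean below the limit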;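 also: luciferase carries N-glycosylation sites so blocking glycosylation raises the light; 0% = median of neutral control wells and 100% = median of 100 nM tunicamycin wells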
MC4R antag cAMP = antagonists of human melanocortin 4 receptor (MC4R) | P32245 | 360,000 compounds, 0.48% hits | MC4R-expressing cells, MTII-stimulated cAMP, LANCE TR-FRET | inhibition, % at 6.5 µM;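 active = inhibition above its plate's cutoff, the mean of tested wells on that plate plus 3 SD, cut at about 29% in these data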;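 also: 0% = Melanotan II alone and 100% = Melanotan II plus saturating MCL0020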
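Assay system: human MC4R-expressing U2OS cells; reagent: Melanotan II stimulation of cells; dosing: 6.5 µM single dose; timing: compound 30 min, challenge 1 h, detection 1 h; signal: TR-FRET cAMP assay; replicates: one well per compound, no replicates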
HTR2A ag = agonists of mouse serotonin 5-HT2A receptor (HTR2A) | P35363 | CHO-K1 mHTR2A beta-arrestin complementation, luminescence; percent of 30 µM serotonin response | activation, % at 7.6 µM | 360,000 compounds, 0.66% hits | AID 624169;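 active = activation above a run cutoff, the mean activation of all tested compounds plus 3 SD, cut at about 14% in these data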;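 also: 0% = plate median of compound wells and 100% = 30 µM serotonin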
Target sequence (P35363 whole entry, looked up): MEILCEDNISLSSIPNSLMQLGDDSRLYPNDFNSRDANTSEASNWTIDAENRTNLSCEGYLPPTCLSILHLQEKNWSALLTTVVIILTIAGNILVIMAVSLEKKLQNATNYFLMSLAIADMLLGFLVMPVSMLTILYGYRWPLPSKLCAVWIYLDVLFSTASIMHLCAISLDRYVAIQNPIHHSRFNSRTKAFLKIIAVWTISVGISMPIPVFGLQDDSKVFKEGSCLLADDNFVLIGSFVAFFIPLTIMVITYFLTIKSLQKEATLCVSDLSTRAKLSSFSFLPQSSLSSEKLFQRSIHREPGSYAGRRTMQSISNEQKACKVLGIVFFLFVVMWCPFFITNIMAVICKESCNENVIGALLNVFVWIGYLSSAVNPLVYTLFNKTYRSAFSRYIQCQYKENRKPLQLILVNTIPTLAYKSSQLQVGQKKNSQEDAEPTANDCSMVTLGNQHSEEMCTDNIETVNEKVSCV
MC4R barr agon = activates human MC4R beta-arrestin recruitment | activation, % at 8.9 µM | P32245 | U2OS MC4R beta-arrestin complementation, luminescence; percent of melanotan II response, DMSO zero | 360,000 compounds, 0.98% hits;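 active = activation above a per-plate cutoff, the mean activation of sample wells on that plate plus 3 SD, cut at about 8% in these data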
CaV13 FRET inh = Disruptors of the CACNA1D IQ motif to Ca2+-dependent inactivation inhibitor domain association, primary screening, Förster resonance energy transfer in intact living …; 340,000 compounds, 0.098% hits; inhibition, % at 12.3 µM; HEK cells, CFP/YFP FRET ICDI-IQ, plate reader, 10 min; percent FRET-ratio fall versus neutral wells;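 active = mean replicate inhibition of at least 30% and at least 1% of replicates passing that level; inconclusive = only one of the two criteria is met; inactive = neither criterion is met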;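 also: 0% = median of the neutral control wells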
Cardio protect = myocardial damage modulation in H9c2 cells; H9c2 cardiomyocytes, H2O2 injury protection, ATPLite, 2 h; protection from H2O2 cell death, % at 20 µM; 360,000 compounds, 0.63% hits;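 active = compounds giving at least 50% protection of heart cells from peroxide-induced death in the single-dose screen, raw or plate-pattern-corrected value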;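 also: 0% = DMSO wells with peroxide and 100% = DMSO wells without peroxide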
Vif imaging = blocks HIV Vif function; inhibition, % at 7.49 µM; 340,000 compounds, 0.35% hits; HEK293T cells, Vif self-association by quenched fluorescence, imaging, 24 h; AID 602346; in the data active = inhibition above about 50%, passing the limit was not always enough; inconclusive = no clear call, values can overlap the other calls; inactive = below about 31%; also: some results filed as inactive read as strong as hits
aDG glyco up = increases alpha dystroglycan glycosylation; Pro5-aDG cells, alpha-DG glycosylation AlphaScreen (IIH6); 0% Pro5, 100% B10-LARGE cell signal; activation, % at 10 µM; 360,000 compounds, 0.22% hits; AID 624168;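 active = activation of at least 8% versus controls, or a plate z-score of at least 8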;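 also: Pro5 are CHO cells carrying HIG-tagged alpha-DG that lacks glycosylation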
Starred values were filed as active, the others as inactive; ? = inconclusive; / = not tested or not shown; & = joins results of further samples.

SMILES	PDI turbidity	ABCB6 inh 2	N-glyco inh	MC4R antag cAMP	HTR2A ag	MC4R barr agon	CaV13 FRET inh	Cardio protect	Vif imaging	aDG glyco up
CC(C)(C)OC(=O)C[C@H]1C/C=C\C[C@@H](CC(=O)NCCO)C(=O)NC[C@H](c2ccccc2)OC1=O	-9.7	100.0	-1.2	11.7	-0.6	0.4	-10.5	26.7	/	0.0
O=C(Nc1ccc(-c2nnc(-c3ccccc3)o2)cc1)C(F)(F)F	-2.3	99.0	-3.2	0.1	-2.1	-1.9	/	-8.6	7.0	-0.1
CC(NC(=O)CN1c2cccc3cccc(c23)S1(=O)=O)c1ccccc1 (configuration not stated)	-2.0	98.0	-0.2	-0.9	1.8	-0.9	-9.8	-0.4	-4.6	-0.3
O=C(c1cc(C2CC2)nn1-c1ccccc1)N1CCN(Cc2c(F)cccc2Cl)CC1	11.0	94.0	1.1	-0.3	-6.8	4.0	-6.3	7.4	-2.1	-0.2
C=CCc1ccccc1OCC(O)CN1CCN(c2ccccc2OC)CC1 (configuration not stated)	-3.6&-5.4	98.0&77.0	-0.3&-1.4	4.8&6.3	-6.7&-11.2	3.6&6.2	-7.9&-9.6	-6.1&-0.9	-5.8&-4.0	-0.1&0.0
NC(=O)C1(S(=O)(=O)c2ccccc2)CCCCC1	10.6	98.0	1.4	6.3	6.3	-0.2	-0.4	8.0	23.9	-0.4
Cc1ccc(N=Cc2ccc(N(C)C)cc2)cc1C	-6.0	99.0	0.3	9.7	-0.1	-0.4	-4.8	-0.4	-5.1	0.2
O=c1[nH]n(-c2ccccc2)c(=O)c(Cl)c1Cl	4.0	99.0	1.2	-6.1	7.3	0.0	-7.4	-2.8	3.1	0.0

Next section:
SMILES	PDI turbidity	ABCB6 inh 2	N-glyco inh	MC4R antag cAMP	HTR2A ag	MC4R barr agon	CaV13 FRET inh	Cardio protect	Vif imaging	aDG glyco up
CCN(CC)c1ccc(NC(=S)NC(=O)Cc2ccccc2)cc1	-53.0	100.0	-0.7	-0.7	-3.4	-1.4	-4.7	-11.3	-5.5	-0.2
NC(=NCCc1ccccc1)NS(=O)(=O)c1ccc2ccccc2c1	0.5	100.0	2.0	-3.5	0.5	0.2	-4.9	2.1	-4.6	0.2
COc1ccc(CC(=O)Nc2cc(C)ccn2)cc1	19.9	103.0	1.2	2.7	-3.5	-0.9	-3.7	-1.9	/	0.0
CC(C)C(=O)Nc1ccc(C=C2C=Cc3ccccc32)cc1	-2.2	92.0	-14.9	2.4	-9.7	-0.6	-6.7	-1.7	5.6	0.9
Cc1nn(C)c(C)c1NC(=O)CSc1nnc(C)n1-c1ccccc1	4.6	104.0	-0.5	18.4	1.8	-0.1	-6.5	3.8	/	-0.1
Cc1cc(C(C)(C)C)oc1C(=O)N(CC(=O)NC1CCCC1)c1c(C)cccc1C	-21.7	104.0	-6.9	2.1	-1.6	-0.5	-6.9	-20.8	-13.8	0.1
CC1Cc2ccccc2N1C(=O)CSc1ccccn1 (configuration not stated)	3.8	100.0	0.8	6.3	10.6	-2.3	-14.1	14.2	1.5	0.1
O=C(NCCN1Cc2ccccc2C1=O)c1cccs1	3.3	92.0	0.8	2.3	8.5	1.0	-2.3	-0.1	3.4	-0.3

Further results:
SMILES	PDI turbidity	ABCB6 inh 2	N-glyco inh	MC4R antag cAMP	HTR2A ag	MC4R barr agon	CaV13 FRET inh	Cardio protect	Vif imaging	aDG glyco up
O=S(=O)(c1cccc(C(F)(F)F)c1)N1CCN(c2ccccc2)CC1	4.0	107.0	-3.0	5.3	-4.0	3.2	-8.0	-2.5	-6.5	-0.1
Cc1c(C)n2c(SCC(=O)NCc3ccc4c(c3)OCO4)nnc2[nH]c1=O	0.3	97.0	-0.2	4.8	9.4	1.8	-3.8	1.0	/	0.6
Cc1onc(-c2ccccc2)c1C(=O)OCc1nnc(-c2ccc([N+](=O)[O-])cc2)o1	-4.6	101.0	2.6	4.6	3.2	0.2	-4.4	-14.8	-3.1	0.4
Cn1cc(S(=O)(=O)N2CCCC2)cc1C(=O)Nc1cccc(C(F)(F)F)c1	3.0	99.0	-1.0	0.8	6.5	-0.7	-14.0	-5.3	11.2	-0.1
Cc1ccc(C)n1-c1ccc(C(=O)Nc2ccccc2)cc1	16.8	103.0	8.6	-1.8	2.0	-3.4	-16.8	-3.8	-1.0	-0.4
Cc1nc2nc(C)c(CCC(=O)N3CCN(c4ccccn4)CC3)c(C)n2n1	-2.2	91.0	0.0	-1.6	-1.3	1.3	-2.7	2.3	2.7	0.0
COc1ccccc1N1C(=O)C2CCC(c3ccccc3)CC2C1=O (configuration not stated)	11.0	93.0	-0.7	2.1	2.0	0.6	-4.8	3.3	-3.9	0.3
COc1cc(NC(=O)Nc2cccc([N+](=O)[O-])c2)cc(OC)c1	-2.2	90.0	-1.3	8.0	-9.2	0.3	-4.5	-25.8	-4.0	0.2

The list goes on.
SMILES	PDI turbidity	ABCB6 inh 2	N-glyco inh	MC4R antag cAMP	HTR2A ag	MC4R barr agon	CaV13 FRET inh	Cardio protect	Vif imaging	aDG glyco up
CC(=O)NC(Cc1ccc(F)cc1)C(=O)NC1CCN(C(=O)Nc2ccccc2C)CC1 (configuration not stated)	-2.1	105.0	0.4	15.3	-0.8	1.4	-3.2	3.1	-10.3	-0.1
COc1ccccc1-c1noc(CCC(=O)Nc2cc(C(F)(F)F)ccc2Cl)n1	2.1	96.0	-1.1	11.5	-1.8	-1.1	-5.7	2.8	-8.8	0.1
COc1cc(S(=O)(=O)N2CCN=C2c2ccccc2)ccc1Cl	-1.4	98.0	-1.9	-3.6	0.6	-2.4	-4.9	-0.3	-2.7	0.0
CC(C)(C)NC(=O)COc1coc(CN2CCN(C(=O)c3ccco3)CC2)cc1=O	7.9	103.0	2.7	8.6	-0.4	-1.9	-1.5	-3.5	-0.9	-0.2
CC(C)(C)NCc1cc(Br)ccc1OCc1cccs1	4.8	96.0	-1.9	10.5	-5.4	-0.8	-5.3	5.6	-7.6	0.4
COc1ccc(N(CC(O)Cn2c(C)nc3ccccc32)S(=O)(=O)c2ccc(C)cc2)cc1 (configuration not stated)	3.8	93.0	0.4	18.0	-1.9	-1.2	-5.9	-0.2	-11.6	0.5
CCOC(=O)N1CCN(C(=O)C2CC(c3ccccc3OC)=NO2)CC1 (configuration not stated)	4.6	99.0	0.1	2.2	-2.4	-2.9	-7.2	-1.0	1.4	0.1
CN(Cc1ccccc1)C(=O)c1cccc(NC(=O)Cc2ccc(NC(=O)C3CCCN(C(=O)C4CC4)C3)cc2)c1 (configuration not stated)	0.6	97.0	-1.6	7.1	-1.4	1.6	-7.0	-4.2	6.5	0.2

The list continues:
SMILES	PDI turbidity	ABCB6 inh 2	N-glyco inh	MC4R antag cAMP	HTR2A ag	MC4R barr agon	CaV13 FRET inh	Cardio protect	Vif imaging	aDG glyco up
CCN1CCN(c2cc(C)c3cc(NC(=S)N4CCCC4)ccc3n2)CC1	-3.1	100.0	-2.8	0.3	-3.5	-0.8	-3.1	0.8	-1.8	1.2
CCO[C@@H]1OC(C(=O)NC2CC2)=C[C@H](c2c[nH]c3ccccc23)[C@H]1CCCO	2.5	96.0	1.1	4.5	-0.3	-2.4	-5.8	5.0	?	0.4
NS(=O)(=O)c1cccc(NC(=O)CSc2nc3ccccc3c(=O)n2CC2CCCO2)c1 (configuration not stated)	-2.6	104.0	-0.3	17.8	5.0	-0.9	-6.5	1.4	-1.0	0.3
CCc1nc2c(OCCn3cccc3)cccn2c1N(C)C(=O)c1cccs1	13.1	91.0	-1.7	1.1	3.7	-0.9	-4.2	-3.2	1.1	-0.3
COc1ccc(-c2oc3c(c2-c2cnc(OC)nc2)C(O)CC3)cc1 (configuration not stated)	/	101.0	/	/	-1.1	/	-10.1	/	/	0.8
COc1cc(/C=C/c2noc(-c3ccccc3O)n2)ccc1OC(C)=O	-1.9	91.0	-1.1	5.1	-0.2	-0.9	-6.4	-12.4	-1.9	0.7
N#Cc1c(-c2ccccc2)nc2n(c1=O)CCS2	4.2	98.0	-0.2	10.1	3.2	-1.3	-5.6	5.3	33.7	-0.2
Cc1cc(Cl)ccc1OCC(=O)OCC(=O)N(CC(C)C)c1c(N)n(Cc2ccccc2)c(=O)[nH]c1=O	-3.0	102.0	0.4	2.7	11.3	-3.0	-4.2	-4.6	-7.5	0.0

Carrying on:
SMILES	PDI turbidity	ABCB6 inh 2	N-glyco inh	MC4R antag cAMP	HTR2A ag	MC4R barr agon	CaV13 FRET inh	Cardio protect	Vif imaging	aDG glyco up
CN(C)CCNC(=O)C(=O)NCC1OCCN1S(=O)(=O)c1ccc2c(c1)OCCO2 (configuration not stated)	-1.5	95.0	2.9	9.1	0.0	-1.3	-4.8	-3.5	12.3	0.0
CC(=O)c1c(C)[nH]c(C(=O)CN(C)CC(=O)Nc2ccccc2Cl)c1C	10.9	97.0	-3.8	9.5	-0.5	-0.3	-10.2	-3.5	4.6	0.3
N#C/C(=C\c1ccc(-c2cccc([N+](=O)[O-])c2)o1)C(=O)Nc1nc(-c2cccs2)cs1	-3.4	99.0	-0.1	-1.5	1.6	-0.9	-2.2	4.5	-9.7	-0.3
Cc1sc2c(=O)n3c(nc2c1C(=O)NCCCN1CCOCC1)CCCCC3	-4.0	94.0	0.5	14.3	-3.6	-2.7	/	6.6	6.3	0.0
COc1ccc(-c2ccc(C)cc2)cc1[C@H]1[C@@H]2C=CCC[C@@]2(C)C(=O)N1Cc1ccccc1	4.7	91.0	-4.2	9.1	-9.7	-1.6	-3.8	-7.5	-2.5	0.2
CN(C)C1(CNC(=O)C2CCN(S(=O)(=O)c3cccc(C(F)(F)F)c3)CC2)CCCCC1	1.1	99.0	0.3	1.4	-2.0	-2.1	-2.8	2.4	8.7	0.1
Cc1[nH]c2ccccc2c1C(=O)C(=O)NCc1cccs1	9.5	99.0	-1.4	-6.7	-1.2	-0.2	-5.6	4.3	-17.2	-0.2
O=C(CSc1nnc(-c2ccc3c(c2)OCO3)o1)Nc1ncc(C(F)(F)F)cc1Cl	-5.9	92.0	3.1	-3.8	0.4	-1.8	-6.4	5.6	6.4	0.2
